# From PubChem BioAssay
# D1 antag = antagonists of human D1 dopamine receptor; P21728; HEK293 TREx D1 cells, calcium flux, dopamine EC80; stronger effect = lower value; activity change, negative = inhibition, % at 10 µM; hit rate 3.2% among 360,000; in the data active = activity change below about -30%; note: % is set by controls: 0 for no effect and ±100 for the full control effect
# Target sequence (P21728 whole entry, looked up): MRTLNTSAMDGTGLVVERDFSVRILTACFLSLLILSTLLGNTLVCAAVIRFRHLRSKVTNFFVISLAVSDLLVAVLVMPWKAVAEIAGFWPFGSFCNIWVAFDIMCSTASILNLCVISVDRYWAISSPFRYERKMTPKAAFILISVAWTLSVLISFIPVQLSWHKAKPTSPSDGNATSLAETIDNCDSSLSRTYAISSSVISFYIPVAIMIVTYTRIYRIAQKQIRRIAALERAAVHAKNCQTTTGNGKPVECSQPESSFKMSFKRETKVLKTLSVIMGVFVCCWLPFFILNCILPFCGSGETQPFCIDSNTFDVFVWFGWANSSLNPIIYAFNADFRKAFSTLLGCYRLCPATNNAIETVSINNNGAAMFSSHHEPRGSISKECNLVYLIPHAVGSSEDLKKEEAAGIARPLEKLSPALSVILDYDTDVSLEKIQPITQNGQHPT
#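 Inducible Hek293 Trex D1 cells (tetracycline, overnight, 30 C). Calcium dye 30–90 min RT. Antagonist mode: EC80 dopamine added after 180 s compound read.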
# D2 agonist = agonists of human D2 dopamine receptor; hit rate 0.53% among 340,000; HEK293 T-REx D2 cells, calcium flux agonist mode; activation, % at 2 µM; AID 485358;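 active = activation over 3 SD above normal in the single-dose calcium agonist read, cut at about 30% in these data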; note: 0% is about no effect
#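 Tetracycline-induced HEK293 T-REx cells with force-coupled D2 receptor, plated overnight at 30 C, loaded with no-wash calcium dye. After a 10 s baseline, compound was pin-added and calcium flux read kinetically for 180 s; calcium rises flagged agonists.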
# D1 PAM = human D1 dopamine receptor positive modulation; HEK293 TREx D1 cells, calcium flux, dopamine EC20 potentiation; potentiation, % at 10 µM; hit rate 0.036% among 360,000; AID 504651; in the data active = potentiation above about 30%; note: 0% is about no effect
# D1 agonist = agonists of human D1 dopamine receptor. activation, % at 2 µM. P21728. HEK293 T-REx D1 cells, calcium flux, agonist mode. hit rate 1% among 360,000; in the data active = activation above about 30%; note: 0% is about no effect
#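 Inducible HEK293 T-REx D1 cells, force-coupled to calcium signalling, were plated at 4000 cells/well with tetracycline and held overnight at 30 C. After no-wash calcium dye loading, compound-evoked calcium rise over 180 s flagged agonists.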
# D2 PAM = positive allosteric modulators of human D2 dopamine receptor | hit rate 0.34% among 340,000 | P14416 | potentiation, % at 10 µM | HEK293 T-REx D2, calcium flux, EC20 dopamine potentiation;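 active = potentiation over 3 SD above the plate norm, cut at about 30% in these data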; note: 0% is about no effect
#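 Tetracycline-induced Hek293 Trex D2 cells, force-coupled to calcium, loaded with no-wash calcium dye. Compound added with 180 s kinetic read for agonism, then EC20 dopamine and a further 180 s read for potentiation.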
# RXFP1 agonist = RXFP1 (human) receptor agonism; Q9HBX9; HEK293T-RXFP1 cAMP TR-FRET, 30 min; response scale: percent of porcine relaxin response, buffer zero; Potency, µM (titrated, usually from 57.5 µM), for inactives: at the highest dose activation, most hits filed as activators; hit rate 0.3% among 370,000; active = well fitted activation curve with a large enough effect; inconclusive = small, poorly fitted or top-dose-only effect; note: potency is the fitted concentration of half-maximal effect; % is set by controls: 0 for no effect and ±100 for the full control effect; nearly all actives have a fitted effect of over 60% in size; many of its hits are not listed in these tables
#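 cAMP rise read by TR-FRET after 30 min, 37C compound exposure (up to 58 uM) in RXFP1-transfected HEK293 cells with Ro 20174 present. EC50 from Hill-equation fits, with 29 nM porcine relaxin as 100% and buffer as basal.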
# TRHR PAM = allosteric enhancers of human TRH receptor. TRHR cells, fluo-8 calcium fluorescence, EC20 TRH enhancement. enhancement, % at 2 µM. hit rate 0.66% among 360,000; in the data active = enhancement above about 30%; note: 0% is about no effect
# Target sequence (P34981 whole entry, looked up): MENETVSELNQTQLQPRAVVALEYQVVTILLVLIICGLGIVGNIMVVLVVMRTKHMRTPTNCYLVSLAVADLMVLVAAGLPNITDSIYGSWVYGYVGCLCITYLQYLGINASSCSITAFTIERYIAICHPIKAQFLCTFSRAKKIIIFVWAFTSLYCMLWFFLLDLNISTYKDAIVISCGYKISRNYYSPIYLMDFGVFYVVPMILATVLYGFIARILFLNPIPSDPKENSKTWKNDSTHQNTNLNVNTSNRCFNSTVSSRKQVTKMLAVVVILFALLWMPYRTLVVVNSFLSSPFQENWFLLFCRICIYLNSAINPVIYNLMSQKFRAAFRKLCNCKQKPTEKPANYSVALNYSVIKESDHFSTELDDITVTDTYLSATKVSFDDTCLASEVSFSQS
#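 TRHR-expressing cells loaded with fluo-8 calcium dye were read kinetically (ex 480/em 530) during compound addition, then stimulated with an EC20 of TRH (10 nM final). Enhancement of the Gq-mediated intracellular calcium response was scored.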
# RXFP1 antagonist = antagonists of human relaxin receptor RXFP1. Q9HBX9. HEK293-RXFP1, relaxin-stimulated cAMP HTRF, 30 min; stronger effect = lower value. activity change, negative = inhibition, % at 57.5 µM. hit rate 0.59% among 350,000. AID 1259400;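 active = activity change of -60% or lower, but not beyond a set lower limit; inconclusive = change between -60% and -40%, or beyond the set limit; inactive = change above -40%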; note: % is set by controls: 0 for no effect and ±100 for the full control effect
# D2 antag = antagonists of human D2 dopamine receptor; P14416; HEK293 TREx D2 cells, calcium flux, dopamine EC80; inhibition, % at 10 µM; hit rate 2% among 340,000; in the data active = inhibition above about 30%; note: 0% is about no effect
#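 Read-out: kinetic calcium fluorescence (1 cycle/s) in inducible HEK293 T-REx D2 cells after an EC80 dopamine addition that followed 180 s compound preincubation. Loss of the dopamine response indicates antagonism.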
# Active calls of the source: *; ? = inconclusive; . = not tested or not shown. Only part of the results is shown (hit frequency here may not be typical).
SMILES,D1 antag,D2 agonist,D1 PAM,D1 agonist,D2 PAM,RXFP1 agonist,TRHR PAM,RXFP1 antagonist,D2 antag
O=C(CN1C(=O)C2CC=CCC2C1=O)NC1CCCc2ccccc21 (stereo not drawn),-0.9,-0.5,-2.5,-0.5,3.6,-1.7%,-0.3,2.1,17.0
CC1CCN(c2ccc3nnc(CCC(=O)N4CCCCC4)n3n2)CC1,-4.4,-0.4,-5.0,2.4,-2.1,11.3%,-1.9,32.2,-11.1
O=C(CCC(=O)Nc1ccc(Oc2ccccc2)cc1)NCCO,9.9,0.9,-2.1,1.8,-0.8,-0.1%,-3.2,-9.2,4.5
Cc1cc(NC(=O)c2ccco2)ccc1-n1cnnn1,3.3,.,-5.0,0.5,.,5.4%,10.4,-5.4,.
Cc1cccc(C(=O)N(NC(=O)Oc2ccccc2)C(C)(C)C)c1,-1.3,-0.6,3.1,20.8,-5.2,-0.6%,-6.4,.,-17.2
CC1(C)C(=O)Nc2ccccc2N1C(=O)COC(=O)/C=C/c1ccc(OC(F)F)cc1,5.6,0.3,-6.3,3.6,-2.4,-0.2%,-3.8,-8.0,7.8
CCOC(=O)c1cnc(C(F)(F)F)nc1Oc1ccccc1,27.7,0.7,-1.8,0.4,4.3,-1.2%,1.9,-1.4,2.3
COc1ccc(/C=N/NC(=O)CCc2ccccc2)cc1O,-3.3,0.0,-5.8,0.9,26.3,-0.4%,6.1,-24.8,-0.4
COc1cccc(C2c3[nH]c4ccccc4c3C[C@H]3C(=O)N(c4ccccc4C(=O)N4CCC(C(=O)O)CC4)C(=O)N23)c1 (stereo partly drawn),-11.6,.,-6.3,0.2,.,1.9%,-15.3,.,.
COc1ccc(C(C(=O)NC2CCCC2)N(Cc2ccccc2)C(=O)c2snc(C(N)=O)c2N)cc1OC (stereo not drawn),26.6,-0.4,-2.1,-0.3,-1.8,-1.0%,3.7,5.5,2.9
COc1ccc(-n2cnnc2SCC(=O)NC2CCCc3ccccc32)cc1 (stereo not drawn),7.9,-0.2,-2.4,-0.5,14.4,-1.0%,-0.9,-4.5,-1.1
COc1ccc(N(C(=O)c2cccnc2)S(=O)(=O)c2ccc(Cl)cc2)cc1,-19.7,-0.2,-5.5,4.5,0.2,4.7%,0.0,.,11.1
Cc1ccc(NC(=O)C2Cc3ccccc3N2C(=O)c2ccccc2)cc1Cl (stereo not drawn),8.7,6.8,-0.6,10.5,-3.8,0.8%,-0.6,-11.5,.
Cc1cc2c(s1)c1cnn(Cc3ccc(C)c(F)c3)c(=O)c1n2C,-26.9,.,4.0,1.7,.,.,6.9,.,.
Cn1c(=O)c2c(nc(N3CCCCC3)n2CC(O)COc2ccccc2)n(C)c1=O (stereo not drawn),-6.5,1.5,0.8,4.2,3.8,1.3%,1.9,9.5,-3.5
O=C(Cn1c(=O)n(Cc2ccc3c(c2)OCO3)c(=O)c2oc3ccccc3c21)Nc1ccc(F)cc1,0.0,1.5,-4.3,5.7,-6.2,28.2%,5.1,6.9,.
CCn1c(CSc2nc(C)cc(C)n2)nnc1SCC(=O)Nc1cccc2ccccc12,19.1,-1.4,0.2,-0.7,2.8,1.4%,-1.9,-10.2,-2.9
Cc1cccc(NC(=O)COc2coc(CN3CCN(c4ccccc4)CC3)cc2=O)c1C,1.2,43.4*,1.1,2.4,-14.0,-0.5%,7.3,-11.8,4.7
COc1ccc(C(C(=O)NC2CCCC2)N(CCO)C(=O)Cn2nnc(-c3ccc(C)o3)n2)cc1OC (stereo not drawn),3.4,0.1,4.0,2.8,3.1,-0.6%,-10.1,-9.1,-11.5
Cc1cc(Br)ccc1OCCCCN1CCC(C)CC1,-10.1,0.6,-6.2,11.2,-12.6,0.6%,-2.9,.,35.1*
O=C(COc1ccc(F)cc1)N(Cc1ccco1)C1CCS(=O)(=O)C1 (stereo not drawn),-10.1,1.7,2.8,0.0,8.5,2.4%,-3.2,-21.4,6.4
Cc1ccc2nc(/N=C(\N)NC(=O)NC3CCCCC3)nc(C)c2c1,2.2,.,4.3,1.9,7.6,0.6%,6.6,?,.
Cc1cccc(NC(=O)CSc2nnc(N)s2)c1,8.8,1.3,0.9,-2.6,2.9,0.9%,1.6,-3.3,.
O=C(CNCc1cccc(Cl)c1)N1CCc2ccccc2C1,2.3,-0.2,1.5,3.2,-6.5,0.7%,0.7,-11.0,-3.5

# Reformatted bar-delimited: part of the list above
structure | D1 antag | D2 agonist | D1 PAM | D1 agonist | D2 PAM | RXFP1 agonist | TRHR PAM | RXFP1 antagonist | D2 antag
Cc1cccc(C(=O)N(NC(=O)Oc2ccccc2)C(C)(C)C)c1 | -1.3 | -0.6 | 3.1 | 20.8 | -5.2 | -0.6% | -6.4 | . | -17.2
CC1(C)C(=O)Nc2ccccc2N1C(=O)COC(=O)/C=C/c1ccc(OC(F)F)cc1 | 5.6 | 0.3 | -6.3 | 3.6 | -2.4 | -0.2% | -3.8 | -8.0 | 7.8
CCOC(=O)c1cnc(C(F)(F)F)nc1Oc1ccccc1 | 27.7 | 0.7 | -1.8 | 0.4 | 4.3 | -1.2% | 1.9 | -1.4 | 2.3
COc1ccc(/C=N/NC(=O)CCc2ccccc2)cc1O | -3.3 | 0.0 | -5.8 | 0.9 | 26.3 | -0.4% | 6.1 | -24.8 | -0.4
COc1cccc(C2c3[nH]c4ccccc4c3C[C@H]3C(=O)N(c4ccccc4C(=O)N4CCC(C(=O)O)CC4)C(=O)N23)c1 (stereo partly drawn) | -11.6 | . | -6.3 | 0.2 | . | 1.9% | -15.3 | . | .
COc1ccc(C(C(=O)NC2CCCC2)N(Cc2ccccc2)C(=O)c2snc(C(N)=O)c2N)cc1OC (stereo not drawn) | 26.6 | -0.4 | -2.1 | -0.3 | -1.8 | -1.0% | 3.7 | 5.5 | 2.9
COc1ccc(-n2cnnc2SCC(=O)NC2CCCc3ccccc32)cc1 (stereo not drawn) | 7.9 | -0.2 | -2.4 | -0.5 | 14.4 | -1.0% | -0.9 | -4.5 | -1.1
COc1ccc(N(C(=O)c2cccnc2)S(=O)(=O)c2ccc(Cl)cc2)cc1 | -19.7 | -0.2 | -5.5 | 4.5 | 0.2 | 4.7% | 0.0 | . | 11.1

# Following part.
SMILES,D1 antag,D2 agonist,D1 PAM,D1 agonist,D2 PAM,RXFP1 agonist,TRHR PAM,RXFP1 antagonist,D2 antag
COCCNC(=S)N/N=C/c1ccc(OCc2ccc(C(=O)OC)cc2)c(OC)c1,-4.4,-0.6,-1.2,3.4,1.6,1.5%,12.4,.,-3.0
Cc1cc(C)n2cc(CSc3nc4cc(Cl)ccc4o3)nc2n1,3.0,-2.7,-1.2,0.7,-3.1,3.6%,3.0,-0.8,-8.6
O=C(Nc1nnc(C2=COCCO2)o1)c1ccc(S(=O)(=O)N2CCOCC2)cc1,-1.9,1.4,-3.8,3.0,-0.1,-0.3%,-1.3,-1.5,-2.5
CC(C)(C)OC(=O)NCc1ccc(CNC(=O)c2[nH]cnc2C(=O)NC2CCN(C(=O)OC(C)(C)C)CC2)cc1,-0.1,1.0,-5.2,2.7,21.5,-0.2%,-4.3,.,8.7
CC(C)(C)C1C=C(Sc2ccccc2)C(=O)O1 (stereo not drawn),2.0,0.5,-4.2,-0.7,15.4,0.1%,-5.7,.,27.4
CCSC(=S)c1c(C)[nH]n(-c2ccccc2)c1=O,4.3,.,-3.8,14.4,1.2,-0.6%,-3.8,-27.3,.
Cc1ccc(C(=O)Nc2ccc(C(=O)N3CCCCC3)cc2)o1,1.7,-0.5,-1.9,4.5,5.8,0.0%,-5.5,5.8,9.5
CC1CCCCN1C(=O)c1cccc(NC(=O)c2ccccc2)c1 (stereo not drawn),-5.0,-1.0,-2.8,2.2,-2.5,3.2%,-1.3,-7.1,36.5*
CCCCc1c(O)nc(SCCC(=O)O)[nH]c1=O,-6.7,0.6,-0.1,3.6,5.0,0.7%,2.5,.,16.0
CC(C)(C)NC(=O)/C(=C\c1ccco1)NC(=O)c1ccco1,-7.2,0.6,-3.9,1.7,7.9,-5.1%,-7.7,-12.8,20.3
Cc1ccc(C)c(OCC(=O)Nc2ccc(S(=O)(=O)Nc3ncccn3)cc2)c1,6.5,0.3,-1.5,1.7,12.9,2.0%,-7.7,-5.4,-0.4
CNC(=O)c1ccccc1NC(=O)c1cccc(S(=O)(=O)N2CCC(C)CC2)c1,-25.1,0.0,-0.3,5.7,23.1,1.6%,1.2,10.3,-15.1
COc1ccc(C(=O)Nc2nnc(SCC(=O)NCC3CCCO3)s2)cc1OC (stereo not drawn),-30.4*,-0.9,-12.5,2.5,0.2,2.3%,-5.5,-2.3,-2.6
O=C(Nc1nnc(Cc2ccccc2)s1)C1CCC1,9.4,-0.2,-2.5,1.8,-1.2,1.8%,-5.2,7.9,0.4
O=C(N/C(=C/c1ccco1)C(=O)N1CCCCC1)c1cccs1,7.0,1.0,-7.0,4.9,-8.9,1.0%,7.0,18.7,1.8
COc1ccc(C2Nc3ccccc3NC3=C2C(=O)CC(C)(C)C3)cc1 (stereo not drawn),20.8,-0.5,-7.5,0.7,-15.0,-1.5%,-2.9,-3.8,19.3
Cc1ccccc1Nc1nc(N)nc(CCl)n1,-20.1,1.8,-0.7,0.5,0.5,4.7%,0.9,8.2,-16.5
O=S(=O)(c1ccccc1)N1CCN(Cc2cccc(Cl)c2)CC1,-19.6,-0.2,-0.5,8.7,-8.4,0.7%,-3.7,2.1,-9.7
CCc1noc(C)c1C(=O)Nc1nc2c(C)cccc2s1,-19.1,.,-0.7,2.8,.,-0.2%,55.5*,-7.7,.
CC(=O)OCC(=O)Nc1c(C)cccc1C,-0.6,1.2,-0.1,2.5,.,2.4%,-1.0,-4.9,-1.8
O=C(O)c1ccc(CNC(=S)Nc2ccccc2)cc1,-10.7,0.1,-2.4,2.0,2.5,3.1%,2.4,9.1,-0.2
O=C(NCCN1CCOCC1)NC1(C(F)(F)F)Oc2ccccc2O1,-5.9,0.3,-5.4,3.6,-12.7,0.7%,3.2,3.4,-11.7
CCCc1cc(=O)oc2c(C)c(O[C@@H]3O[C@H](CO)[C@@H](O)[C@H](O)[C@H]3O)ccc12,11.9,-1.8,4.0,0.2,0.2,2.3%,-5.8,8.8,7.3
CC1Cc2ccccc2N1C(=O)CCn1c(=O)oc2ccccc21 (stereo not drawn),-17.4,0.6,-0.1,0.5,-4.9,0.0%,-5.6,6.0,-25.3
C=CCn1c(SCc2ccc3c(c2)OCO3)nc2scc(-c3ccco3)c2c1=O,22.0,0.3,-0.8,2.0,23.7,0.5%,-0.7,-23.1,7.6
CCOc1ccc(Cn2c(CNS(=O)(=O)c3cccc(Cl)c3)nc3cccnc32)cc1,-80.0*,0.2,-4.7,1.4,6.1,3.0%,2.8,3.7,.
